High-throughput results from PubChem BioAssay.
RSV CPE inhibition: RSV antiviral activity via CPE protection, HEp-2 cells, primary 10 µM value included (AID 2391). CPE inhibition, % at 10 µM, or IC50 in µM where a hit was titrated. 0.13% of 310,000 active. HEp-2 cells, RSV-induced CPE inhibition; higher % means a stronger effect; in the data active = a potency from the dose series; inconclusive = CPE inhibition mostly from about 23% at the one dose, without a potency; inactive = the rest, 99 in 100 with CPE inhibition below about 21%; also: strong numbers were not always called active
WT yeast gro inh: growth inhibition of WT strain, primary screen, mitochondrial fusion inhibitor project, WT and mutant strains, chemical genetic; mitochondrial fusion phenotypic screen; inhibition, % at 10 µM; AID 1362, 2008; 2.1% of 190,000 active; in the data active = inhibition above about 58%; tested in S. cerevisiae
SIAH1 antagonists: Siah-1 peptide-binding antagonists, primary screen, biochemical, fluorescence polarization, rhodamine-plectin, uHTS (AID 1817); 0.02% of 290,000 active; Siah-1 / rhodamine-plectin peptide fluorescence polarization; higher % means a stronger effect; E3 ubiquitin-protein ligase SIAH1 (Homo sapiens); one-dose displacement, % at 20 µM; IC50 in µM for titrated hits;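 active = displacement of at least 50% at 20 µM, with a fluorescence ratio check between 0.3 and a set limit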;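 also: plate controls were Siah plus tracer with DMSO for no effect and tracer alone without Siah for full effect; strong numbers were not always called active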
Myeloid diff 2: induction of myeloid progenitor differentiation, primary screen, cell-based, flow cytometry, MLPCN library | ER-HoxA9 myeloid progenitors, lysozyme-GFP differentiation | calls only at 10 µM | 1% of 360,000 active;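 active = normalized GFP-positive differentiation at or above the plate's own cutoff, the solvent-only control mean plus 3 SD; inconclusive = no clear call, values can overlap the other calls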;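 also: cells exposed to compound for four days before flow analysis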
human PMI inhibition: inhibitors of human PMI, primary screen, biochemical, fluorescence intensity, coupled assay (AID 1209) | purified PMI enzyme, coupled fluorescence intensity; higher % means a stronger effect | one-dose inhibition, % at 20 µM; IC50 in µM for titrated hits | 0.42% of 190,000 active;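 also: plate controls were DMSO vehicle for no effect and wells lacking substrate for full effect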
PhoP inhibition: inhibitors of PhoP regulon expression, primary screen, Salmonella Typhimurium, GFP reporter (AID 1863); one-dose inhibition, % at 50 µM; IC50 in µM for titrated hits; S. Typhimurium PhoP-regulated promoter GFP reporter, 4 h; higher % means a stronger effect; 0.16% of 300,000 active;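 active = inhibition over 29.93%, a cutoff 3 SD above the screen mean, later confirmed by dose response; inconclusive = inhibition over 29.93% but no dose response follow-up; inactive = inhibition at most 29.93% or unconfirmed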;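 also: 0% = low Mg2+ inducing control and 100% = high Mg2+ repressing control; strong numbers were not always called active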
XIAP displacement: XIAP antagonists, biochemical, IAP family, fluorescence polarization (AID 1018); XIAP BIR domain, fluorescence polarization peptide displacement; higher % means a stronger effect; E3 ubiquitin-protein ligase XIAP (Homo sapiens); one-dose displacement, % at 20 µM; IC50 in µM for titrated hits; 0.007% of 200,000 active; in the data active = displacement above about 50%; also: a part of the inactive calls stands beside numbers as strong as those of hits
TNAP activation fold: human TNAP enzyme activators, primary screen, biochemical, luminescent, no phosphate acceptor, uHTS (AID 1001) | purified TNAP, luminescent activation assay, no phosphate acceptor; higher activation fold means a stronger effect | activation fold at 20 µM; hits with a dose series show EC50 in µM | Alkaline phosphatase, tissue-nonspecific isozyme (Homo sapiens) | 0.03% of 200,000 active; in the data active = activation fold from about 3, or a potency from the dose series; inactive = the rest, 99 in 100 with activation fold below about 1.6; also: many of its hits are not listed in these tables
human PMI inhibitors: human PMI inhibitors, high substrate, primary screen, biochemical, fluorescence intensity, high mannose 6-phosphate (AID 1220). Mannose-6-phosphate isomerase (Homo sapiens). 0.66% of 190,000 active. one-dose inhibition, % at 20 µM; IC50 in µM for titrated hits. recombinant PMI enzyme, coupled fluorescence intensity; higher % means a stronger effect
WT yeast gro inh mutant strain: also measured in WT yeast gro inh; calls as there; inhibition, %; mitochondrial fusion phenotypic screen, mutant strain inhibition
Myeloid diff 2 GFP+ MAC1+ %: further read-out of Myeloid diff 2, marked with its call; GFP+ MAC1+ double positive, %; measured here: differentiation confirmed by MAC1 staining
* = called active by the depositor; i = inactive; ? = inconclusive; . = no result given. Rule as the data show it, unless noted: active = inhibition above about 50%; inactive = the rest. The order is random. Share with any hit: about 3.1%.

SMILES	RSV CPE inhibition	WT yeast gro inh	WT yeast gro inh mutant strain	SIAH1 antagonists	Myeloid diff 2	Myeloid diff 2 GFP+ MAC1+ %	human PMI inhibition	PhoP inhibition	XIAP displacement	TNAP activation fold	human PMI inhibitors
c1ccc2[nH]c(SCC3CCCCO3)nc2c1 (stereo unspecified)	2.4%	-1.8	4.2	-8.7%	i	0.4	-8.8%	8.5%	-2.9%	1.1	-1.5%
CS(=O)(=O)N1CCN(c2ccccc2NC(=O)c2cc3ccccc3o2)CC1	-0.9%	.	.	-1.7%	i	3.5	.	7.3%	.	.	.
CN1CCC(OC(=O)c2cc3cc(Cl)cc(Cl)c3oc2=O)CC1	1.5%	.	.	-4.2%	i	1.0	.	-8.3%	.	.	.
COC(=O)c1[nH]c2ccccc2c1NC(=O)CN1CCC(C(N)=O)(N2CCCCC2)CC1	1.9%	9.1	0.0	-3.6%	i	0.0	19.9%	-11.9%	-10.2%	1	19.4%
CCCCN(CCCC)CC(O)COc1ccccc1Br (stereo unspecified)	1.6%	4.9	12.4	4.7%	i	0.1	-4.1%	2.1%	0.2%	1	-13.3%
Cc1ccc(CNc2oc(-c3cccs3)nc2C#N)cc1	12.2%	7.2	-5.0	2.4%	i	0.3	15.0%	7.4%	-5.0%	1.1	15.6%
S=C(Nc1ccc(Oc2ccccc2)cc1)N1CCN(c2ccccn2)CC1	?	25.2	25.1	-1.3%	i	0.5	7.8%	-4.9%	-3.8%	1.1	8.9%
COc1ccc(/C=C/C(=O)OCn2c(SC)nnc(C)c2=O)cc1OC	0.1%	-3.6	-0.2	-1.7%	i	1.5	0.4%	-13.0%	-6.2%	1.1	-0.3%
CCn1c(SCC(=O)N2c3ccccc3Sc3ccccc32)nnc1-c1ccco1	4.7%	-9.8	-17.7	2.6%	i	1.3	6.9%	7.9%	-2.3%	1	-3.8%
O=C(CSc1ccc2ccccc2c1)N1CCN(c2ccc(O)cc2)CC1	-0.1%	.	.	-0.4%	i	0.2	.	-7.2%	.	.	.
N#CC1(c2ccccc2)CCC(=O)N1c1ccccc1 (stereo unspecified)	0.9%	.	.	7.2%	i	0.6	.	-11.5%	.	.	.
O=C(O)C1C2C=CC(C2)C1C(=O)N1CCN(CCO)CC1 (stereo unspecified)	2.1%	-1.3	1.3	10.2%	i	1.1	2.1%	13.1%	-6.7%	1	5.7%
Cc1cccc(OCC(=O)NC2CCCCCC2)c1C	3.0%	.	.	4.3%	i	0.0	.	-2.1%	.	.	.
CC(C)Sc1nnc(NC(=O)CCc2ccccc2)s1	4.7%	-3.2	-20.1	8.6%	i	0.3	0.6%	5.4%	-4.8%	1.1	5.0%
Cc1ccc(OCC(O)CN2CCC(Cc3ccccc3)CC2)c(C)c1 (stereo unspecified)	-0.1%	.	.	11.9%	?	.	.	3.5%	.	.	.
CCn1c(CC(=O)Nc2ccccc2)nnc1SCC(=O)Nc1nnc(C)s1	2.6%	.	.	-0.8%	i	2.5	.	4.5%	.	.	.
CC(=O)c1cccc(NC(=S)NCCCCc2ccccc2)c1	16.3%	11.1	-4.2	-4.2%	i	2.1	4.0%	8.4%	-7.3%	1	-12.3%
NC(=O)C1CCN(C(=O)COc2ccc3ccccc3c2)CC1	2.2%	7.1	6.6	11.2%	i	0.6	2.5%	-1.1%	-0.1%	1.1	4.0%
O=C(c1ccc(Cn2c(=O)[nH]c3ccccc3c2=O)cc1)N1CCN(c2ccc(F)cc2)CC1	?	8.4	12.0	2.5%	i	2.3	21.8%	-5.1%	-9.0%	1	16.6%
COC(=O)c1cccc(NC(=O)c2nn(C(C)C)c(=O)c3ccccc23)c1	-1.6%	14.6	15.6	6.6%	i	1.1	3.3%	-6.8%	-4.5%	1	9.0%
CCOC(=O)N1CCN(c2c(NCc3ccccc3OC)c(=O)c2=O)CC1	3.6%	4.0	-3.6	5.3%	i	4.7	0.4%	-6.4%	-6.1%	1.1	7.6%
CC12CN3CCN(CC(C3)/C1=N\NC(=O)Nc1cccc(Cl)c1)C2	0.9%	-9.7	4.9	-2.7%	i	0.1	10.1%	0.2%	-6.8%	1	8.6%
O=C(Oc1ccc2ccccc2c1Br)N1CCCCCC1	11.3%	70.5*	43.1*	0.6%	i	1.2	6.7%	-10.6%	-2.2%	1.1	2.2%
O=C(Nc1nccs1)c1cc2sccc2n1Cc1ccc(Cl)cc1	2.7%	9.6	-3.1	1.8%	i	2.0	-2.4%	7.4%	0.4%	1.1	-4.2%
CC1CN(S(=O)(=O)c2cccc(C(F)(F)F)c2)CC(C)O1 (stereo unspecified)	0.2%	.	.	-2.3%	i	0.4	.	-4.3%	.	.	.
CC1OC2(C)OC(=N)C1(C#N)C(C#N)(C#N)C2c1ccccc1 (stereo unspecified)	3.8%	10.1	18.9	-2.1%	i	1.4	9.9%	-45.7%	-2.0%	1	19.1%
CC1(C(=O)OCC(=O)Nc2ccccc2)CC1(Cl)Cl (stereo unspecified)	0.8%	-12.4	9.4	4.7%	i	0.3	2.0%	4.9%	-9.1%	1.1	5.9%
CC1CCCN(C(=O)Cc2ccc(F)cc2)C1 (stereo unspecified)	1.2%	9.8	12.4	3.6%	i	2.3	15.7%	9.7%	-4.7%	1	9.0%
CCN(CCn1cccn1)C(=O)CCc1nnc(CCCc2ccccc2)o1	3.1%	6.7	2.7	2.6%	i	0.9	.	-2.8%	-7.2%	1.1	.
O=C(NCc1ccco1)C1CCCN1C(=O)Nc1ccccc1[N+](=O)[O-] (stereo unspecified)	0.7%	.	.	3.8%	i	1.4	.	2.4%	.	.	.
O=C(COC(=O)c1ccccc1-c1ccccc1[N+](=O)[O-])c1ccccc1	1.4%	21.2	-12.0	-0.7%	i	0.9	3.1%	0.4%	-2.3%	1	5.6%
Cc1ccn(CC(=O)N/N=C/c2cc([N+](=O)[O-])ccc2O)n1	3.8%	-8.3	14.8	-4.6%	i	0.6	5.3%	?	-14.7%	1.2	-8.6%
COc1ccc(NC(=O)CCC(=O)OCc2ccc([N+](=O)[O-])cc2)cc1	0.3%	14.5	5.9	-4.9%	i	0.6	2.8%	-10.8%	6.2%	1	4.2%
CCOc1ccccc1NC(=O)C1CCCN(S(=O)(=O)c2cccc3cccnc23)C1 (stereo unspecified)	-0.1%	-2.1	-5.2	-0.6%	i	2.1	14.7%	2.6%	-4.6%	1	11.1%
O=C(NCc1ccccn1)c1ccc(Cl)c(S(=O)(=O)N2CCCCCC2)c1	7.8%	.	.	-6.4%	i	1.5	.	-0.8%	.	.	.
Cc1cccc(N(CC(=O)NC2CCCCC2)C(=O)CCCC(=O)Nc2ccccn2)c1	0.3%	17.9	4.4	4.9%	i	0.2	-4.6%	-0.4%	-4.6%	1.1	-12.8%
CCc1cccc(CC)c1NC(=O)C(NS(=O)(=O)c1cccs1)c1ccccc1 (stereo unspecified)	2.2%	1.3	-11.6	24.9%	i	0.1	-0.2%	4.8%	8.9%	1.2	-6.2%
CCC(c1nc2ccccc2c(=O)n1CCN1CCOCC1)N1C(=O)c2ccccc2C1=O (stereo unspecified)	-0.5%	3.5	-7.0	3.6%	i	1.6	6.6%	5.1%	-6.5%	1.1	8.3%
Cc1cc(NC(=O)CSc2nnnn2-c2ccccc2)no1	-1.0%	-7.7	-10.4	3.1%	i	0.1	7.0%	12.5%	-9.3%	1	5.6%
O=C(c1ccc(F)cc1)N1CCC(c2ccccc2)C1 (stereo unspecified)	-0.5%	.	.	6.2%	i	0.6	.	-11.0%	.	.	.
CC1=NN(C(N)=S)C(=O)C1N=Nc1cccc2ccccc12 (stereo unspecified)	9.0%	61.1	62.7	-7.2%	.	.	-22.2%	-3.0%	12.6%	1.1	3.2%
COc1ccc(CCn2c(=N)c(C(=O)NC3CCCC3)cc3c(=O)n4ccccc4nc32)cc1	-0.1%	.	.	0.0%	i	6.0	.	-4.7%	.	.	.
Cc1cc(Cl)c(S(=O)(=O)NC2CCCC2)cc1OCC(=O)NC1CCCCC1	-1.4%	2.8	-5.8	0.3%	i	1.8	-5.0%	3.1%	-4.0%	0.8	-1.5%
COc1ccc(/C(C)=N\NC(=O)CSc2nnc(C)s2)cc1	5.7%	-1.5	-7.5	9.7%	i	1.3	-1.5%	-9.0%	-5.2%	1	-9.2%
COCCn1nnnc1C(c1cccc(C(F)(F)F)c1)N1CCOCC1 (stereo unspecified)	0.7%	-1.3	-4.0	-5.1%	i	1.6	-49.2%	-2.9%	-5.4%	1	-40.3%
CCc1ccccc1OCCCCN1CCCC1	-0.6%	4.3	4.8	4.3%	i	0.6	12.1%	1.4%	-3.3%	1.1	5.8%

Structural class, the compounds so far with an aryl thioether with sulfur outside any ring
SMILES	RSV CPE inhibition	WT yeast gro inh	WT yeast gro inh mutant strain	SIAH1 antagonists	Myeloid diff 2	Myeloid diff 2 GFP+ MAC1+ %	human PMI inhibition	PhoP inhibition	XIAP displacement	TNAP activation fold	human PMI inhibitors
c1ccc2[nH]c(SCC3CCCCO3)nc2c1 (stereo unspecified)	2.4%	-1.8	4.2	-8.7%	i	0.4	-8.8%	8.5%	-2.9%	1.1	-1.5%
COc1ccc(/C=C/C(=O)OCn2c(SC)nnc(C)c2=O)cc1OC	0.1%	-3.6	-0.2	-1.7%	i	1.5	0.4%	-13.0%	-6.2%	1.1	-0.3%
CCn1c(SCC(=O)N2c3ccccc3Sc3ccccc32)nnc1-c1ccco1	4.7%	-9.8	-17.7	2.6%	i	1.3	6.9%	7.9%	-2.3%	1	-3.8%
O=C(CSc1ccc2ccccc2c1)N1CCN(c2ccc(O)cc2)CC1	-0.1%	.	.	-0.4%	i	0.2	.	-7.2%	.	.	.
CC(C)Sc1nnc(NC(=O)CCc2ccccc2)s1	4.7%	-3.2	-20.1	8.6%	i	0.3	0.6%	5.4%	-4.8%	1.1	5.0%
CCn1c(CC(=O)Nc2ccccc2)nnc1SCC(=O)Nc1nnc(C)s1	2.6%	.	.	-0.8%	i	2.5	.	4.5%	.	.	.
Cc1cc(NC(=O)CSc2nnnn2-c2ccccc2)no1	-1.0%	-7.7	-10.4	3.1%	i	0.1	7.0%	12.5%	-9.3%	1	5.6%
COc1ccc(/C(C)=N\NC(=O)CSc2nnc(C)s2)cc1	5.7%	-1.5	-7.5	9.7%	i	1.3	-1.5%	-9.0%	-5.2%	1	-9.2%
